Screens (PubChem BioAssay)
Cardiac RTF inh – cardiac RTF calcium desensitization; P19429+P45379; IANBD-labeled cardiac RTF, Ca2+ fluorescence; inhibition, % at 7.15 µM; 340,000 tested, 0.12% active;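 active = inhibition above the mean inhibition of all tested compounds plus 3 SD, cut at about 17% in these data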;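 note: assay run at fixed EC70 calcium of 1.6 mM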
CAL PDZ FP-1 – CAL PDZ (human) peptide binding inhibition; Q9HD26; AID 602252; 300,000 tested, 0.92% active; inhibition, % at 24.9 µM; purified CAL PDZ, TMR-peptide fluorescence polarization, 1 h;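 active = mean inhibition of at least 30% with at least half of replicates also reaching 30%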;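 note: 0% = DMSO neutral control and 100% = excess unlabeled competitor peptide PRC23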
Rtt109 Vps75 – blocks Candida albicans Rtt109/Vps75 acetyltransferase activity | Q5AAJ8 | purified Rtt109/Vps75, ThioGlo CoA-SH fluorescence, 4 h | inhibition, % at 34.9 µM | 330,000 tested, 0.16% active | AID 540336;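 active = inhibition of at least 50% in every replicate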
Target sequence (Q5AAJ8 whole entry, looked up): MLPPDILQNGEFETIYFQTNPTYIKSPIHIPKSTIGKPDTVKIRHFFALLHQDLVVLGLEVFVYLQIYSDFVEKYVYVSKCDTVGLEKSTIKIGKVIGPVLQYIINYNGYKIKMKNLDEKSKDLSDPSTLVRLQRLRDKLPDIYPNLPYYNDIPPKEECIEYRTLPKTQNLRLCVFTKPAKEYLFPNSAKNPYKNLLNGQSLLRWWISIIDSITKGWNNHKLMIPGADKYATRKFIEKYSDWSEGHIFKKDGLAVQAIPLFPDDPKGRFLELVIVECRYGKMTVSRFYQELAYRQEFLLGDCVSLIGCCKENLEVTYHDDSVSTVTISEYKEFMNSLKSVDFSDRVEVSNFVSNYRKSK
PKA-R2B activ – PKA-R2B complex activation; AID 504700; PKA-R2B holoenzyme dissociation, Cy5-IP20 fluorescence polarization; R2B truncated from residue 108, S112A mutant; 0% DMSO only, 100% 113 µM cGMP; 340,000 tested, 0.079% active; P22694+P31323; activation, % at 11.4 µM;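 active = activation above a cutoff set at the mean over all compounds plus 3 SD, cut at about 18% in these data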;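 note: higher means more holoenzyme dissociation and a rise in polarization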
CAL PDZ FP-2 – human CAL PDZ-peptide interaction inhibition; Q9HD26; 330,000 tested, 0.02% active; AID 504414; purified CAL PDZ, TMR-peptide fluorescence polarization, 1 h; inhibition, % at 20 µM;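 active = highest replicate inhibition of at least 40%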;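 note: plate controls were DMSO neutral control wells for no effect and unlabeled competitor peptide control wells for full effect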
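material = purified tagged CAL PDZ domain construct (CerCALP) | compound dosing = 20 µM, one dose | times = 1 h at RT | measured by = fluorescence polarization from S- and P-plane intensities, G-factor corrected | read-out = inhibition from polarization loss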
Keap1 Nrf2 FP – Keap1-Nrf2 (human) interaction inhibition | Q14145 | Keap1 Kelch-Nrf2 peptide fluorescence polarization, 1536-well | inhibition, % at 9.4 µM | 340,000 tested, 0.15% active | AID 504523; in the data active = inhibition above about 12%;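 note: human Keap1 Kelch domain with fluorescein labeled Nrf2 9mer peptide probe; 0% = neutral control wells and 100% = peptide positive control; higher means more block of Keap1 binding to Nrf2 peptide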
Target sequence (Q14145 whole entry, looked up, the tested form may be a part): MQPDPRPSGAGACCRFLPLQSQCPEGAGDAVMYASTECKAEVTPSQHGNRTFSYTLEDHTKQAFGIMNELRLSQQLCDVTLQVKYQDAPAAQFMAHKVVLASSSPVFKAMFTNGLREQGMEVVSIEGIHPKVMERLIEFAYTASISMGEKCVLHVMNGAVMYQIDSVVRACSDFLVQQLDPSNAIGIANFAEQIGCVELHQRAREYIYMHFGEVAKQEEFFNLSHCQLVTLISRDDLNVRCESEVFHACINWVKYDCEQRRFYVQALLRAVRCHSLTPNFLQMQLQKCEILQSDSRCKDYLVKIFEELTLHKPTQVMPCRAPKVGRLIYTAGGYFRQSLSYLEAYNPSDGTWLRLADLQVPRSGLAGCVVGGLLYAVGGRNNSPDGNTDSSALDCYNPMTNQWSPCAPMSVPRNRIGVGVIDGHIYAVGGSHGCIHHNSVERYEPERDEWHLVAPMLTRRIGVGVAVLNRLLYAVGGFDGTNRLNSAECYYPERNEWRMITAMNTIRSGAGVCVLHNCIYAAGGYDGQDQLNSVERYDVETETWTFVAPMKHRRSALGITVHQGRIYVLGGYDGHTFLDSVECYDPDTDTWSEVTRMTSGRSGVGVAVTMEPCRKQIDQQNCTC
cardiac RTF act – increases calcium sensitivity of human cardiac regulated thin filaments; activation, % at 7.2 µM; IANBD-labeled TnC RTF fluorescence at EC20 calcium; 0% EC20 calcium, 100% full calcium; 340,000 tested, 0.24% active; P19429+P45379;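 active = activation above the mean over all tested compounds plus 3 SD, cut at about 30% in these data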;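 note: rise in fluorescence read as greater calcium sensitivity of cardiac thin filaments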
SR-BI uptake up – activators of SR-BI mediated HDL lipid uptake; CHO ldlA[mSR-BI] cells, DiI-HDL uptake fluorescence, 3 h; 100 = double the neutral-control signal; activation, % at 12.5 µM; 320,000 tested, 0.096% active; AID 504775;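 active = mean replicate activation of at least 60% and every replicate at or above 60%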;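 note: 0% = median plate neutral-control signal and 100% = twice that signal; values of inactives mirror those of a sister screen read the other way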
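System: CHO ldlA[mSR-BI] cells / Medium: HEPES-buffered (25 mM, pH 7.4) F12 plus 0.5% BSA / Probe or stimulus: labelled HDL, 10 µg/mL / Doses: single compound concentration, delivered by pin transfer / Schedule: 3 h, 37 °C / Measured by: DiI fluorescence, bottom read / Measure: cell-associated DiI fluorescence as measure of HDL uptake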
C-LANA FP – blocks KSHV LANA C-terminal domain binding to DNA; 340,000 tested, 0.078% active; inhibition, % at 9 µM; MBP-C-LANA/FAM-LBS DNA binding, fluorescence polarization;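 active = highest replicate inhibition at or above 60% at 9 µM, even if other replicates fall short; inactive = all replicates below 60% inhibition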;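 note: 0% = neutral control wells and 100% = 4 µM acridine orange control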
DAGLB inh – diacylglycerol lipase beta (human) inhibition. Q8NCG7. HEK293T DAGLB membrane lysate, EnzChek fluorogenic substrate. inhibition, % at 5.17 µM. 340,000 tested, 0.059% active. AID 504411; in the data active = inhibition above about 34%;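 note: 0% = enzyme with vehicle and 100% = wells lacking enzyme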
Numbers without * were called inactive.

Screening CN1CCN(CCCNC(=O)CCc2nnc3n(Cc4ccccc4Cl)c(=O)c4ccccc4n23)CC1 returned Cardiac RTF inh -6.0, CAL PDZ FP-1 -4.6, Rtt109 Vps75 -1.7, PKA-R2B activ -11.5, CAL PDZ FP-2 -2.3, Keap1 Nrf2 FP -3.5, cardiac RTF act -1.2, SR-BI uptake up -14.2, C-LANA FP 1.8 and DAGLB inh -3.8.
Screening COc1ccccc1-c1nc(-c2cccc(C)c2)no1 returned Cardiac RTF inh -3.3, CAL PDZ FP-1 10.7, Rtt109 Vps75 2.6, PKA-R2B activ -10.7, Keap1 Nrf2 FP -7.8, cardiac RTF act -2.1, SR-BI uptake up -33.4, C-LANA FP 5.0 and DAGLB inh -10.7.
N#C/C(=C\c1ccncc1)c1ccc(NC(N)=O)cc1 was read as Cardiac RTF inh -0.7, CAL PDZ FP-1 -5.7, Rtt109 Vps75 3.9, PKA-R2B activ -4.6, CAL PDZ FP-2 -1.0, Keap1 Nrf2 FP -5.1, cardiac RTF act 0.9, SR-BI uptake up -4.0, C-LANA FP -1.2 and DAGLB inh -0.5.
Screening O=C(NNC(=S)Nc1ccc(Cl)cc1Cl)c1cccnc1 returned Cardiac RTF inh 2.7, CAL PDZ FP-1 -2.6, Rtt109 Vps75 -0.2, PKA-R2B activ -2.1, CAL PDZ FP-2 -0.7, Keap1 Nrf2 FP 4.2, cardiac RTF act 2.0, SR-BI uptake up 9.0, C-LANA FP -0.2 and DAGLB inh 5.5.
CCCCNC(=O)N1CCCN(c2ccc(C#N)cn2)CC1 was read as Cardiac RTF inh -3.1, CAL PDZ FP-1 -4.0, Rtt109 Vps75 -21.8, PKA-R2B activ 5.0, CAL PDZ FP-2 0.1, Keap1 Nrf2 FP -0.1, cardiac RTF act -0.5, SR-BI uptake up 6.2, C-LANA FP 0.0 and DAGLB inh -3.6.
For COc1ccc(CN2CCCC(C(=O)N3CCCCC3)C2)cc1 (centres undefined) the results were Cardiac RTF inh 3.5, CAL PDZ FP-1 1.9, Rtt109 Vps75 -2.7, PKA-R2B activ 0.8, CAL PDZ FP-2 -0.4, Keap1 Nrf2 FP -2.6, cardiac RTF act -4.9, SR-BI uptake up -17.5, C-LANA FP -4.2 and DAGLB inh -3.6.
`COc1ccc(CCNC(=O)CCCn2nc(C)n3ccnc3c2=O)cc1OC` gave Cardiac RTF inh -2.0, Rtt109 Vps75 -5.6, PKA-R2B activ -4.0, CAL PDZ FP-2 -1.0, Keap1 Nrf2 FP -2.8, cardiac RTF act -1.4, SR-BI uptake up -20.6, C-LANA FP 0.4 and DAGLB inh -0.3.
For COCCCNC(=S)NC(=O)c1ccccc1 the results were Cardiac RTF inh 3.7, CAL PDZ FP-1 -6.9, Rtt109 Vps75 -3.2, PKA-R2B activ -12.8, CAL PDZ FP-2 -0.6, Keap1 Nrf2 FP -2.3, cardiac RTF act 8.9, SR-BI uptake up 4.3, C-LANA FP 1.5 and DAGLB inh -0.6.
`CC(C)(C)c1ccc(/C=C2\Oc3c(ccc(O)c3CN3CCN(CCO)CC3)C2=O)cc1` gave Cardiac RTF inh -18.5, CAL PDZ FP-1 -2.8, Rtt109 Vps75 -167.6, PKA-R2B activ -11.8, CAL PDZ FP-2 -1.4, Keap1 Nrf2 FP -9.3, cardiac RTF act 9.9, C-LANA FP 7.9 and DAGLB inh -1.2.
`O=S(=O)(c1ccc(C2CCCCC2)cc1)N1CCCC1` gave Cardiac RTF inh -2.1, CAL PDZ FP-1 -4.8, Rtt109 Vps75 -0.7, PKA-R2B activ -0.4, CAL PDZ FP-2 -0.3, Keap1 Nrf2 FP 0.9, cardiac RTF act -4.8, SR-BI uptake up 9.5, C-LANA FP 0.7 and DAGLB inh -8.6.
Screening COc1ccc(CCn2c(O)c(C3=c4ccccc4=NC3=O)sc2=S)cc1OC returned Cardiac RTF inh 3.7, CAL PDZ FP-1 -2.7, Rtt109 Vps75 1.2, PKA-R2B activ -9.3, CAL PDZ FP-2 -0.1, Keap1 Nrf2 FP -3.6, cardiac RTF act 1.4, SR-BI uptake up 19.4, C-LANA FP 3.0 and DAGLB inh -0.4.
Screening CCC(=O)N1c2ccc(C)cc2C2=NNC(=S)NC21O (centres undefined) returned Cardiac RTF inh -3.4, CAL PDZ FP-1 1.1, Rtt109 Vps75 4.7, PKA-R2B activ 11.3, CAL PDZ FP-2 -1.7, Keap1 Nrf2 FP 0.7, cardiac RTF act 1.4, SR-BI uptake up 1.1, C-LANA FP -0.8 and DAGLB inh 1.6.
O=C(/C=C/c1ccc(F)cc1)N1CCN(c2ncccn2)CC1 was read as Cardiac RTF inh 4.3, CAL PDZ FP-1 0.2, Rtt109 Vps75 8.1, PKA-R2B activ 3.0, CAL PDZ FP-2 -0.5, Keap1 Nrf2 FP 1.6, cardiac RTF act -3.9, SR-BI uptake up 9.4, C-LANA FP 2.8 and DAGLB inh -5.4.
Screening C[C@@H]1CN([C@H](C)CO)C(=O)c2cccc(NC(=O)Nc3ccc(F)cc3)c2O[C@H]1CN(C)C(=O)Nc1ccc(C(F)(F)F)cc1 returned Cardiac RTF inh 0.1, CAL PDZ FP-1 -6.3, Rtt109 Vps75 10.4, PKA-R2B activ -2.0, CAL PDZ FP-2 -1.6, Keap1 Nrf2 FP -0.1, cardiac RTF act -10.4, SR-BI uptake up -14.1, C-LANA FP -0.1 and DAGLB inh 0.7.
CCC(=N\NC(=O)COc1ccccc1OC)/C(CC)=N/NC(=O)COc1ccccc1OC was read as Cardiac RTF inh -1.4, CAL PDZ FP-1 -2.1, Rtt109 Vps75 19.2, PKA-R2B activ -3.6, CAL PDZ FP-2 0.1, Keap1 Nrf2 FP -3.7, cardiac RTF act -1.0, SR-BI uptake up -37.9, C-LANA FP -0.9 and DAGLB inh -2.0.
For O=C(COc1ccc(Br)cc1)Nc1ccc2c(c1)C(=O)NC2=O the results were Cardiac RTF inh -12.0, CAL PDZ FP-1 -0.2, Rtt109 Vps75 -2.0, PKA-R2B activ 1.9, CAL PDZ FP-2 -2.1, Keap1 Nrf2 FP -1.3, cardiac RTF act 2.0, SR-BI uptake up -1.2, C-LANA FP -0.7 and DAGLB inh 1.9.
`Cc1ccccc1C(=O)N1CCC(C(=O)NCCc2ccc(S(N)(=O)=O)cc2)CC1` gave Cardiac RTF inh -17.4, Rtt109 Vps75 -4.1, PKA-R2B activ -8.2, CAL PDZ FP-2 -0.2, Keap1 Nrf2 FP -0.5, cardiac RTF act -4.2, SR-BI uptake up -6.3, C-LANA FP -2.4 and DAGLB inh -1.0.
For Cc1ccccc1NC1=NC(=S)N(CC(N)=O)C12CCOC(C)(C)C2 (centres undefined) the results were Cardiac RTF inh 2.8, Rtt109 Vps75 -2.5, PKA-R2B activ -2.7, CAL PDZ FP-2 -0.5, Keap1 Nrf2 FP -1.7, cardiac RTF act 1.2, SR-BI uptake up 9.5, C-LANA FP 1.8 and DAGLB inh -4.1.
For COc1cc(NC(=O)Nc2c(C)n(C)n(-c3ccccc3)c2=O)cc(OC)c1OC the results were Cardiac RTF inh -14.7, Rtt109 Vps75 2.1, PKA-R2B activ -10.7, CAL PDZ FP-2 0.8, Keap1 Nrf2 FP 2.3, cardiac RTF act -1.7, SR-BI uptake up -3.1, C-LANA FP -1.7 and DAGLB inh 1.1.
`Cc1ccc(C(=O)N2CCN(c3ccc(NC(=O)c4cccs4)cc3)CC2)cc1` gave Cardiac RTF inh -0.2, CAL PDZ FP-1 -2.5, Rtt109 Vps75 17.2, PKA-R2B activ -6.0, CAL PDZ FP-2 -0.5, Keap1 Nrf2 FP -0.5, cardiac RTF act -4.6, SR-BI uptake up -36.2, C-LANA FP 1.0 and DAGLB inh 1.4.
For COc1ccc(N2C(=O)c3ccccc3NC23CCC(C)CC3)cc1 (centres undefined) the results were Cardiac RTF inh 3.2, CAL PDZ FP-1 -1.7, Rtt109 Vps75 -2.3, PKA-R2B activ 1.2, CAL PDZ FP-2 -2.5, Keap1 Nrf2 FP -2.3, cardiac RTF act 2.5, SR-BI uptake up 10.7, C-LANA FP 0.2 and DAGLB inh 1.6.
CC(=O)c1cccc(NC(=O)NC2CCCc3ccccc32)c1 (centres undefined) was read as Cardiac RTF inh -0.7, Rtt109 Vps75 23.2, PKA-R2B activ -2.6, CAL PDZ FP-2 -0.8, Keap1 Nrf2 FP -6.8, cardiac RTF act 1.7, SR-BI uptake up -60.6, C-LANA FP 0.0 and DAGLB inh -5.4.
`NC(=NCc1ccco1)NC(=O)c1ccccc1` gave Cardiac RTF inh 3.3, CAL PDZ FP-1 -2.2, Rtt109 Vps75 0.1, PKA-R2B activ 3.5, CAL PDZ FP-2 -1.9, Keap1 Nrf2 FP -4.2, cardiac RTF act -4.4, SR-BI uptake up 10.3, C-LANA FP 0.8 and DAGLB inh 2.6.
`Cc1ccc2nc(-c3ccccc3)nn2c1` gave Cardiac RTF inh -2.6, CAL PDZ FP-1 -7.3, Rtt109 Vps75 -5.6, PKA-R2B activ -4.0, CAL PDZ FP-2 -0.6, Keap1 Nrf2 FP -1.4, cardiac RTF act -2.3, SR-BI uptake up -38.8, C-LANA FP -3.6 and DAGLB inh 1.2.
Screening COc1ccc(C2NC(=O)NC(C)=C2C(=O)OC2CCCC(C)C2)cc1 (centres undefined) returned Cardiac RTF inh 0.3, CAL PDZ FP-1 -4.3, Rtt109 Vps75 -1.8, PKA-R2B activ -13.3, CAL PDZ FP-2 -1.0, Keap1 Nrf2 FP -6.0, cardiac RTF act -4.9, SR-BI uptake up -10.1, C-LANA FP 1.7 and DAGLB inh -1.1.
`CCOc1ccc(NC(=O)CN(C)C(=O)CCCc2nc3ccccc3c(=O)[nH]2)cc1OCC` gave Cardiac RTF inh -5.6, CAL PDZ FP-1 4.0, Rtt109 Vps75 -6.4, PKA-R2B activ -2.9, CAL PDZ FP-2 -1.4, Keap1 Nrf2 FP 0.1, cardiac RTF act 0.2, SR-BI uptake up -33.6, C-LANA FP -0.2 and DAGLB inh 4.3.

Copied from the results shown, 2 compounds:
Screening COc1ccc(C2NC(=O)NC(C)=C2C(=O)OC2CCCC(C)C2)cc1 (centres undefined) returned Cardiac RTF inh 0.3, CAL PDZ FP-1 -4.3, Rtt109 Vps75 -1.8, PKA-R2B activ -13.3, CAL PDZ FP-2 -1.0, Keap1 Nrf2 FP -6.0, cardiac RTF act -4.9, SR-BI uptake up -10.1, C-LANA FP 1.7 and DAGLB inh -1.1.
`CCOc1ccc(NC(=O)CN(C)C(=O)CCCc2nc3ccccc3c(=O)[nH]2)cc1OCC` gave Cardiac RTF inh -5.6, CAL PDZ FP-1 4.0, Rtt109 Vps75 -6.4, PKA-R2B activ -2.9, CAL PDZ FP-2 -1.4, Keap1 Nrf2 FP 0.1, cardiac RTF act 0.2, SR-BI uptake up -33.6, C-LANA FP -0.2 and DAGLB inh 4.3.

Rows were taken by chance; about 1.6% have a hit in one of these screens.
